High-throughput results as filed in PubChem BioAssay.
Mtb BioA inh: M. tuberculosis BioA enzyme inhibitors, primary screen, biochemical, plate reader, single point, HTS; actives 0.096% (n = 360,000); 7,8-diaminopelargonic acid synthase BioA (Mycobacterium tuberculosis); purified M. tuberculosis BioA enzyme; inhibition, % at 9.99 µM; in the data active = inhibition above about 40%; inconclusive = no clear call, values can overlap the other calls
BoNT A protease: BoNT/A light chain protease inhibitors, primary screen, biochemical, flow cytometry, MLPCN library. Botulinum neurotoxin type A light chain protease (Clostridium botulinum A str. ATCC 3502). multiplex microsphere protease substrate cleavage. inhibition, % at 10 µM. actives 0.17% (n = 360,000). AID 588499, 2011; also: plate controls were buffer without enzyme for full effect and enzyme alone for no effect
Mtb UGM inh: M. tuberculosis UGM enzyme inhibitors, primary screen, biochemical, fluorescence polarization, single point. UDP-galactopyranose mutase (Mycobacterium tuberculosis (strain ATCC 25618 / H37Rv)), …. purified UGM, fluorescence polarization probe displacement. inhibition, % at 10 µM. actives 0.06% (n = 320,000). AID 504406, 2011; in the data active = inhibition above about 10%, passing the limit was not always enough; inconclusive = no clear call, values can overlap the other calls
Target sequence (P9WIQ1 whole entry, looked up): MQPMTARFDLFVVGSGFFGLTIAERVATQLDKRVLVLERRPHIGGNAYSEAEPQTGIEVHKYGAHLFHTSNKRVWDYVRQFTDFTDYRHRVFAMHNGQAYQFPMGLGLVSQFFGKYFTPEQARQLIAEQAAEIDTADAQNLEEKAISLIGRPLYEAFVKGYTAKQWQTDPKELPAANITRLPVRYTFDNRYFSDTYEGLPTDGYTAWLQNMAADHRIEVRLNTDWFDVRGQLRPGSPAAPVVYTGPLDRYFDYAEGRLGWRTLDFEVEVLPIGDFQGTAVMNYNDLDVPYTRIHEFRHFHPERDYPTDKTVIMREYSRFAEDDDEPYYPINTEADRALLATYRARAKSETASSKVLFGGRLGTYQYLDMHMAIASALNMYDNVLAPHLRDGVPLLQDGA
FadD28 binding: inhibitors of FadD28 bisubstrate probe binding, primary screen, biochemical, fluorescence polarization, single point; Mycobacterium tuberculosis FadD28 fatty-acid-AMP ligase; inhibition, % at 12.5 µM; actives 0.22% (n = 360,000); AID 588549, 2011; in the data active = inhibition above about 8.5%, passing the limit was not always enough; inconclusive = no clear call, values can overlap the other calls
Anthrax LF prot: Bacillus anthracis LF protease inhibitors, primary screen, biochemical, multiplex microsphere, MLPCN library | Lethal factor (Bacillus anthracis), P15917 | multiplex microsphere protease cleavage assay | inhibition, % at 10 µM | actives 0.12% (n = 360,000) | AID 588501, 2011; also: plate controls were buffer without enzyme for full effect and enzyme alone for no effect
PfHsp40 yeast: rescue of yeast from PfHsp40 toxicity, primary screen, S. cerevisiae, ATP luminescence; S. cerevisiae expressing PfHsp40, growth rescue; growth rescue, % at 12.5 µM; actives 0.68% (n = 340,000); AID 504582, 2011; in the data active = growth rescue above about 28%, passing the limit was not always enough; inconclusive = no clear call, values can overlap the other calls;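 also: yeast W303a lacking pdr1 and pdr3 grown in galactose medium; growth measured after three days at 30 °C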
BoNT F protease: BoNT/F light chain protease inhibitors, primary screen, biochemical, flow cytometry, MLPCN library; Multiplex microsphere protease cleavage assay; inhibition, % at 10 µM; actives 0.22% (n = 360,000); AID 588497, 2011; Botulinum neurotoxin type F light chain protease (Clostridium botulinum); in the data active = inhibition above about 35%, passing the limit was not always enough; inconclusive = no clear call, values can overlap the other calls; also: plate controls were buffer without enzyme for full effect and enzyme alone for no effect
Mtb FBA inh: Mtb FBA enzyme inhibitors, primary screen, biochemical, fluorescence, strain H37Rv. Fructose-bisphosphate aldolase (Mycobacterium tuberculosis (strain ATCC 25618 / H37Rv)), …. purified M. tuberculosis FBA, fluorescence read-out. inhibition, % at 1 µM. actives 2.3% (n = 360,000). AID 588726, 2011; in the data active = inhibition above about 27%;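 also: 0% = vehicle and 100% = reference inhibitor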
Target sequence (P9WQA3 whole entry, looked up): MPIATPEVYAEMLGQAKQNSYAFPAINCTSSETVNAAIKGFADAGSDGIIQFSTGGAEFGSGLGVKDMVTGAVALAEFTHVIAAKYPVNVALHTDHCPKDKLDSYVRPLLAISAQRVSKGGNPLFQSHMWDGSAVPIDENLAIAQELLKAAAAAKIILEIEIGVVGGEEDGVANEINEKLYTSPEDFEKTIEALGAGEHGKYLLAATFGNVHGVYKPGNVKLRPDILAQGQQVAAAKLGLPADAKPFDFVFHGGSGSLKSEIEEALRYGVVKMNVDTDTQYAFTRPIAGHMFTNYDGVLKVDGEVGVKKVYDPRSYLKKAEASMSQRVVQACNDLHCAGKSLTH
GDH-TPI inh: GDH-TPI coupling enzyme inhibitors, primary screen, artefact control for M. tuberculosis FBA inhibitor project, biochemical, absorbance, full deck | actives 1.2% (n = 360,000) | AID 588335, 2011 | GDH-TPI coupled enzyme counterscreen, NADH absorbance | inhibition, % at 4.8 µM; in the data active = inhibition above about 30%;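 also: 0% = DMSO wells and 100% = wells lacking the enzyme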
* hit, by the source's call; ? = inconclusive; / = no result given; + = active, no number. Rule as the data show it, unless noted: active = inhibition above about 30%; inconclusive = no clear call, values can overlap the other calls; inactive = below that.

SMILES	Mtb BioA inh	BoNT A protease	Mtb UGM inh	FadD28 binding	Anthrax LF prot	PfHsp40 yeast	BoNT F protease	Mtb FBA inh	GDH-TPI inh
O=C(CCC(=O)OCC(=O)c1ccc(-c2ccccc2)cc1)Nc1cccc2cccnc12	-1.2	-0.1	1.8	-2.8	-3	-0.1	-6	3	3
CC(C)CC(=O)NN(C)c1nc(-c2ccccc2)nnc1C(F)(F)F	-2.3	0.2	-1.9	-2.7	-1	0.5	10	-3	15
COc1ccc(/C=C/C(=O)c2ccc(OC)cc2OC)c(OC)c1	-1.7	-0.4	-1.9	-0.3	2	2.4	-13	4	27
COc1cc(Cl)ccc1S(=O)(=O)n1nc(C)cc1C	-0.2	-1.0	-0.8	-3.9	2	0.7	-18	2	2
Cc1ccc(S(=O)(=O)NCC(=O)Nc2cccc([N+](=O)[O-])c2)cc1	/	-0.4	-0.6	-2.9	-5	-1.2	0	1	7
CC1(C)CC(=O)N(c2cccc(C(F)(F)F)c2)C(=O)C1	-0.8	1.1	1.4	0.2	1	-1.9	12	2	0
COc1ccccc1C1(CCNC(C)c2cccs2)CCOC(C(C)C)C1 (stereo unspecified)	-1.6	/	-1.3	-6.5	/	/	/	2	0
COc1cc2c(cc1OC)CN(c1ncccc1[N+](=O)[O-])CC2	/	1.1	5.0	-1.6	9	0.4	?	2	0
O=C(NC1CCN(Cc2ccccc2)CC1)c1ccccc1OCc1ccccc1Cl	-0.9	2.1	0.0	-0.2	0	-0.5	5	0	-2
CCCCNCCS(=O)(=O)NCc1ccc(OC)cc1	1.3	-0.2	/	-3.1	-3	2.2	-3	-1	-5
O=C(Nc1cc(C(F)(F)F)ccc1-n1cncn1)C1CC1	-0.8	-0.9	0.4	-1.0	1	-1.1	4	17	2
Cc1ccc(SCCC(=O)NC2CC2)cc1	/	0.2	-1.1	-1.5	4	-0.7	0	5	-2
O=c1c2c(nc3c(-c4ccc(Cl)cc4)c[nH]n13)CCC2	12	-0.1	1.5	-4.7	-7	-1.5	-3	44*	5
O=C(Nc1ccccc1C(=O)O)c1ccc2ccccc2n1	/	0.2	-3.8	-5.0	1	-0.4	6	-3	9
CC1(C)Cn2c(nc(=O)c3c2NCN(CCc2ccccc2)C3)S1	/	-0.7	-2.0	-0.3	6	-0.3	2	-3	1
COc1ccc(C2=NN(C(=O)CCC(=O)O)C(c3ccccc3F)C2)cc1 (stereo unspecified)	-1.2	0.9	-0.7	-1.0	-3	0.0	?	3	8
CCC(=O)NNC(=O)c1c(O)c2ccccc2[nH]c1=O	-0.7	0.3	3.4	-4.5	-4	1.6	1	-1	4
Fc1ccccc1N=C1NN=C(c2ccccc2)CS1	-0.9	-0.5	-0.5	-2.5	-2	-0.7	0	-2	5
Cc1cccc(C)c1-n1c(C)nn(CCOc2ccccc2)c1=O	-0.8	-2.5	-0.4	1.2	-10	0.5	-18	2	3
COc1ccc(C(=O)Nc2cc(C)nn2-c2cccc(F)c2)cc1	/	-2.9	3.7	-1.8	-16	-2.1	-18	1	-4
C[C@H](CO)N1C[C@H](C)[C@H](CN(C)S(=O)(=O)c2cn(C)cn2)Oc2ccc(NC(=O)Nc3ccc(C(F)(F)F)cc3)cc2CC1=O	-1.1	0.1	3.9	?	0	2.7	-4	2	3
Cn1c(CNC(=O)c2ccccc2)nnc1SCC(=O)Nc1nccs1	-0.2	-0.4	4.1	-3.2	-7	-1.8	-4	3	-4
Cc1nnc(NC(=O)CSC2CCCCC2)s1	-0.1	-0.1	0.3	-2.5	7	0.1	2	-1	-10
CC(CCc1ccccc1)NC(=O)CNC(=O)c1ccccc1Br (stereo unspecified)	-1.7	-3.5	-0.8	-4.7	0	-1.1	-4	0	-4
CCOC(=O)N1CCN(S(=O)(=O)c2ccc3c(c2)NC(=O)CO3)CC1	0.1	0.3	/	0.5	-5	0.8	4	-1	3
CCOc1ccccc1NC(=O)CSc1nc2cccnc2n1C	2.6	0.5	0.2	-0.6	0	-0.3	-15	1	1
COC(=O)c1cc(CC(=O)c2ccc(O)cc2O)c(C)o1	3.0	-0.6	0.0	0.7	-2	0.0	-3	1	36*
O=C(CSc1nnnn1-c1ccccc1)NC1CCCc2ccccc21 (stereo unspecified)	/	-0.1	-0.7	0.1	-2	2.5	-1	-2	-1
O=C1NC(=O)N(Cc2ccccc2)C1=O	-0.8	-2.0	3.5	-3.9	-11	1.0	-11	1	-17
COc1cc(OC)c(NS(=O)(=O)c2ccc(Cl)c(C(=O)OC(C)C(=O)N3CCCC3)c2)cc1Cl (stereo unspecified)	-1.6	0.8	3.4	-1.9	0	1.7	6	0	2
CC(Sc1nnc(C2CC2)n1C1CC1)C(=O)c1ccc(Br)cc1 (stereo unspecified)	1.4	?	/	-1.8	?	-1.1	?	7	8
CCOC(=O)C1CCCN(C(=O)Nc2ccccc2)C1 (stereo unspecified)	1.6	1.2	-1.4	-0.9	1	0.7	11	2	3
O=C(O)c1ccc(Nc2nc3ccc(Cl)cc3[nH]2)cc1	-1.3	0.1	-4.8	1.7	-4	-0.5	-3	7	16
COc1ccccc1NS(=O)(=O)c1ccc2c(c1)NC(=O)C(C)S2 (stereo unspecified)	0.8	-2.7	-1.3	-1.7	-1	-0.7	-1	-5	3
CC1CN=C(N(C(=O)Nc2ccccc2)c2ccc(F)cc2)S1 (stereo unspecified)	0.7	-0.5	0.4	-1.1	-1	0.3	-10	6	16
Cc1n[nH]c(=S)n1Cc1ccccc1	0.8	0.3	0.1	-1.5	-1	0.5	-2	-1	-4
CCOC(=O)N1CCN(C(=O)/C(=C/c2ccccc2OC)NC(=O)c2ccccc2)CC1	1.0	?	-0.5	-0.1	-3	-1.5	-2	2	17
C/C(=N\NC(=O)C(O)c1ccccc1)c1ccc(Cl)cc1 (stereo unspecified)	-0.8	0.4	1.3	-0.2	-1	3.1	-11	0	7
OC(c1ccncc1)(c1ccc(F)cc1)c1ccc(F)cc1	-0.8	-0.7	1.9	-1.6	1	1.8	0	5	-5
CCC(=O)N1CCc2nc(-c3ccccc3)sc2C1	0.3	0.3	-1.0	-2.3	-1	0.1	7	4	7
COc1ccccc1NC1=NC(c2ccc(Cl)cc2)N=C(N)N1 (stereo unspecified)	8.1	-1.9	-0.7	-1.1	1	24	-8	-1	7
Cc1ccc(S(=O)(=O)n2cnc3ccccc32)cc1[N+](=O)[O-]	-4.1	3.2	2.9	-0.6	6	0.1	21	2	7
C=CCN1C(=O)c2ccc(C(=O)N3CCN(S(=O)(=O)c4cccc(F)c4)CC3)cc2C1=O	/	6.8	-2.1	0.6	-3	-0.7	13	2	-3
O=C(Nc1ccccc1Cl)O/N=C/c1ccc(F)cc1	/	-1.2	/	0.0	-7	0.0	-6	1	-4
Nc1nonc1C(=O)NCCNCc1ccccc1OCc1ccccc1F	2.9	-0.2	1.8	-1.2	-8	-0.4	-25	-1	-12
C/C(Cl)=C/Cn1c(N2CCCC2)nc2c1c(=O)n(C)c(=O)n2C	3.6	0.9	3.9	0.8	-4	-0.8	-11	1	6
O=C(Cn1nc(-c2cccc([N+](=O)[O-])c2)c2ccccc2c1=O)Nc1cccnc1	13	-1.8	0.5	-6.7	-2	7.1	-8	0	0
COc1cccc(NC(=S)N2CCN(S(=O)(=O)c3ccccc3)CC2)c1	3.0	-3.5	-1.0	-1.8	-4	-1.3	-1	1	5
COc1cccc(-n2c(=O)c3sccc3n(CC(=O)NCC3CCCO3)c2=O)c1 (stereo unspecified)	-0.2	1.2	1.3	-3.1	0	0.2	-3	-1	-10
Cc1cccc(NC(=O)c2c(F)c(F)c(F)c(F)c2F)c1	-0.9	0.1	-1.4	-1.2	-6	0.0	-1	4	13
The listing continues.
SMILES	Mtb BioA inh	BoNT A protease	Mtb UGM inh	FadD28 binding	Anthrax LF prot	PfHsp40 yeast	BoNT F protease	Mtb FBA inh	GDH-TPI inh
CC(=O)Nc1ccc(NC(=O)CNC(=O)c2sc3ccccc3c2Cl)cc1	0.5	1.7	/	-4.1	-2	0.0	6	-1	-6
CCN1CCN(CCCNC(=O)c2ccc(NC(=O)C3=C(C)OCCS3)cc2)CC1	-0.8	0.8	-0.8	-0.2	0	1.4	-4	0	11
COCCCNC(=O)CCn1c(=O)c2ccccc2n(CC(=O)NCCc2ccc(OC)c(OC)c2)c1=O	-1.1	-0.1	2.4	-1.4	2	-0.5	4	1	9
CCN1CCN(CCOc2cccc(Cl)c2Cl)CC1	/	-0.7	2.1	-2.4	-2	-1.2	-8	7	2
Cc1c(NC(=O)C(C)OC(=O)CCc2ccccc2)c(=O)n(-c2ccccc2)n1C (stereo unspecified)	/	-0.7	-1.4	0.6	-2	-1.4	-1	-1	11
Cc1ccc(S(=O)(=O)NC(C(=O)Oc2ccc3c(C)c(Cl)c(=O)oc3c2)c2ccccc2)cc1 (stereo unspecified)	0.9	-0.2	-1.3	-2.2	-5	-0.2	-6	+	7
Cc1ccc2cc3c(N)c(C(=O)N4CCOCC4)sc3nc2c1	/	2.8	3.5	-3.0	0	-1.0	1	4	3
CN(C)CCCNC(=S)N1CCC(c2nc3ccccc3[nH]2)CC1	0.6	/	-0.4	-0.9	/	-0.1	/	0	-3
CCOC(=O)c1c(C)[nH]c(C(=O)COC(=O)CSCC(=O)N(CC)CC)c1C	0.1	0.3	0.5	-2.5	1	0.0	-2	0	0
O=C(N/N=C/c1cc([N+](=O)[O-])ccc1O)Nc1ccccc1	/	-4.7	1.2	-0.4	-10	2.0	-18	-8	26

Only BoNT A protease (two entries from above):
| SMILES | BoNT A protease |
| --- | --- |
| CC(=O)Nc1ccc(NC(=O)CNC(=O)c2sc3ccccc3c2Cl)cc1 | 1.7 |
| CCN1CCN(CCCNC(=O)c2ccc(NC(=O)C3=C(C)OCCS3)cc2)CC1 | 0.8 |

A few values from the entries so far.
CCN1CCN(CCCNC(=O)c2ccc(NC(=O)C3=C(C)OCCS3)cc2)CC1 | Mtb BioA inh = -0.8
Cc1c(NC(=O)C(C)OC(=O)CCc2ccccc2)c(=O)n(-c2ccccc2)n1C (stereo unspecified) | GDH-TPI inh = 11
CCOC(=O)c1c(C)[nH]c(C(=O)COC(=O)CSCC(=O)N(CC)CC)c1C | FadD28 binding = -2.5
Cc1ccc2cc3c(N)c(C(=O)N4CCOCC4)sc3nc2c1 | Mtb FBA inh = 4

Additional results follow:
SMILES	Mtb BioA inh	BoNT A protease	Mtb UGM inh	FadD28 binding	Anthrax LF prot	PfHsp40 yeast	BoNT F protease	Mtb FBA inh	GDH-TPI inh
CCOC(=O)c1c(CN2CCCCC2C)oc2ccc(OC)cc12 (stereo unspecified)	/	-1.6	-0.7	-0.3	-1	0.7	-3	5	-4
CCn1cc(C2=NOC(C(=O)Nc3c(C)nn(Cc4ccc(F)cc4)c3C)C2)c(C)n1 (stereo unspecified)	0.2	-0.3	/	-3.4	-4	-0.3	-8	-2	0
CCOC(=O)C1CCN(C(=O)CCC2CCCC2)CC1	1.0	0.7	0.1	-1.2	-7	-2.7	?	-3	3
COc1cc(NC(=O)NCC2CCN(Cc3ccccc3C)CC2)cc(OC)c1OC	0.5	-0.7	4.8	-0.7	-9	-0.2	-1	1	-9
NCC(=O)NCC(=O)NC[C@H]1O[C@@H](n2cnc3c(N)ncnc32)[C@H](O)[C@@H]1O	0.2	-0.1	/	-3.2	-3	-1.2	-7	-1	3
COc1cc(/C=N/NS(=O)(=O)c2ccc3ccccc3c2)ccc1OCc1ccc(C(=O)O)cc1	0.6	-0.1	2.6	-4.7	-5	-0.7	-6	-1	7
